aDG glyco up: activators of alpha-DG glycosylation, primary screen, uHTS, Pro5-aDG cells, AlphaScreen; alpha-DG glycosylation AlphaScreen (IIH6); 0% Pro5, 100% B10-LARGE cell signal; 360,000 compounds, 0.22% hits; activation, % at 10 µM;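 active = activation of at least 8% versus controls, or a plate z-score of at least 8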;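 also: Pro5 are CHO cells carrying HIG-tagged alpha-DG that lacks glycosylation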
m5-HT2A agonist: mouse Htr2a agonists via beta-arrestin recruitment, primary screen, cell-based, luminescence. CHO-K1 mHTR2A beta-arrestin complementation; percent of 30 µM serotonin response. activation, % at 7.6 µM. 360,000 compounds, 0.66% hits. AID 624169, 2012;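 active = activation above a run cutoff, the mean activation of all tested compounds plus 3 SD, cut at about 14% in these data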;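 also: 0% = plate median of compound wells and 100% = 30 µM serotonin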
Target sequence (P35363 whole entry, looked up): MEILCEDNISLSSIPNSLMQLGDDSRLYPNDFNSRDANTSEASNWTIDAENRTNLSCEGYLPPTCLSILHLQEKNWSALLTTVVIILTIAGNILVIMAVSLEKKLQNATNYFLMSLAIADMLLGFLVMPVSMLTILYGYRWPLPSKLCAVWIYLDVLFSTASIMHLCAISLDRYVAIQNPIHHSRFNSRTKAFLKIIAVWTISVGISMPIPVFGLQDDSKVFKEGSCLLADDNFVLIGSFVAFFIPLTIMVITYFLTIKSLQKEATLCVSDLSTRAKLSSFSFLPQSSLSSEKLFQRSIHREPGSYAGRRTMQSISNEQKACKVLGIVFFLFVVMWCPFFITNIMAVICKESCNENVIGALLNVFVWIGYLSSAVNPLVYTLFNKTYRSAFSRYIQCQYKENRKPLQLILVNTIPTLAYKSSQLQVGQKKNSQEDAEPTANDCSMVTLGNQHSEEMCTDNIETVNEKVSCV
Cardio protect: cardioprotection against H2O2-induced cell death, primary screen, uHTS, H9c2 cells, ATPLite luminescence. H9c2 cardiomyocytes, H2O2 injury protection, 2 h. protection from H2O2 cell death, % at 20 µM. 360,000 compounds, 0.63% hits. AID 588492, 2011;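 active = compounds giving at least 50% protection of heart cells from peroxide-induced death in the single-dose screen, raw or plate-pattern-corrected value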;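 also: 0% = DMSO wells with peroxide and 100% = DMSO wells without peroxide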
hiPSC survival: enhancers of single-cell hiPSC survival, primary screen, ATPlite luminescence; 100% = ROCK inhibitor wells, 0% = DMSO; 360,000 compounds, 0.044% hits; AID 602274, 2012; survival enhancement, % at 20 µM; in the data active = survival enhancement above about 18%;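 also: cells exposed to compounds for 16 hours before the ATP read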
Exocytosis inh: LAMP-1 surface exposure blockers, TALL-104 cells – cell-based, flow cytometry, MLPCN library, primary screen; TALL-104 LAMP-1 surface exposure; cells stimulated with thapsigargin and PMA; inhibition, % at 10 µM; 360,000 compounds, 0.66% hits; AID 651702, 2012;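 active = inhibition above about 55%, limit read from the data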
MC4R barr agon: MC4R agonists recruiting beta-arrestin, primary screen, cell-based, luminescence, agonist arm of biased-ligand search; Melanocortin receptor 4 (Homo sapiens), P32245; U2OS MC4R beta-arrestin complementation; percent of melanotan II response, DMSO zero; activation, % at 8.9 µM; 360,000 compounds, 0.98% hits;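 active = activation above a per-plate cutoff, the mean activation of sample wells on that plate plus 3 SD, cut at about 8% in these data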
Target sequence (P32245 whole entry, looked up): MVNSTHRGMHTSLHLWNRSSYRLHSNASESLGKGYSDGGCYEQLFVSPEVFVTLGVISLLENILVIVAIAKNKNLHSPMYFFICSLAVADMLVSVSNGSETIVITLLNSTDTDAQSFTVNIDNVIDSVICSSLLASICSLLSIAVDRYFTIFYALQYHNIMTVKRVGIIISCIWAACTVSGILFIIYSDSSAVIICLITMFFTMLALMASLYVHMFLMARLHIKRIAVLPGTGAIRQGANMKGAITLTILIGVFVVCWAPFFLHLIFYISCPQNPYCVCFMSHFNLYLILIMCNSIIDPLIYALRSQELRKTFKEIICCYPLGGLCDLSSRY
MC4R antag cAMP: MC4R antagonists of cAMP signaling, primary screen, cell-based, TR-FRET, antagonist arm of biased-ligand search. Melanocortin receptor 4 (Homo sapiens), P32245. 360,000 compounds, 0.48% hits. MC4R-expressing cells, MTII-stimulated cAMP, LANCE TR-FRET. AID 540295, 2011. inhibition, % at 6.5 µM;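 active = inhibition above its plate's cutoff, the mean of tested wells on that plate plus 3 SD, cut at about 29% in these data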;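 also: 0% = Melanotan II alone and 100% = Melanotan II plus saturating MCL0020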
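Material: U2OS-MC4R stable cell line | Reagent: Melanotan II challenge after compound preincubation | Doses: One concentration, 6.5 µM nominal | Incubation: 30-min compound preincubation, 1-h Melanotan II challenge, 1-h detection, room temperature | Signal: TR-FRET cAMP assay | Replicates: One well per compound, no replicates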
N-glyco inh: increase of ERlucT glycosylation luciferase signal, primary screen, N-linked glycosylation inhibitor project, D54 ERlucT cells, luminescence, set 2; D54 ERlucT glycosylation luciferase reporter, 24 h; percent of 100 nM tunicamycin response; reporter increase, % at 12.5 µM; 360,000 compounds, 0.23% hits;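 active = mean luciferase reporter signal, scaled so untreated is 0 and the glycosylation-blocking control 100, at or above a set limit in every replicate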;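 also: luciferase carries N-glycosylation sites so blocking glycosylation raises the light; 0% = median of neutral control wells and 100% = median of 100 nM tunicamycin wells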
ABHD5 PLIN5 PPI: ABHD5-PLIN5 interaction inhibitors, primary screen, cell lysate, split luciferase complementation, luminescence; Perilipin-5 (Homo sapiens) + 1-acylglycerol-3-phosphate O-acyltransferase ABHD5 (Homo …; Split G. princeps luciferase complementation, 4 h; inhibition, % at 4 µM; 360,000 compounds, 0.78% hits; AID 602281, 2012;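 active = inhibition above the mean inhibition across every tested compound plus 3 SD, cut at about 22% in these data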;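 also: 0% = DMSO only wells and the 100% control is not disclosed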
ABCB6 inh MLPCN: ABCB6 transporter inhibitors, primary screen, K562-ABCB6 cells, flow cytometry, MLPCN library | ATP-binding cassette sub-family B member 6 (Homo sapiens), Q9NP58 | K562-ABCB6 porphyrin accumulation, 1 h; active compounds read low | fluorescence ratio to DMSO, % at 10 µM | 360,000 compounds, 0.19% hits;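 active = fluorescence ratio to DMSO below 75%, the collection mean minus 3 SD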;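 also: signal is porphyrin accumulated inside mitochondria; 100% equals median channel fluorescence of DMSO control wells; lower ratio means ABCB6 inhibition with less porphyrin fluorescence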
Active calls of the source: *.

A first look:
SMILES	aDG glyco up	m5-HT2A agonist	Cardio protect	hiPSC survival	Exocytosis inh	MC4R barr agon	MC4R antag cAMP	N-glyco inh	ABHD5 PLIN5 PPI	ABCB6 inh MLPCN
CCOc1ccc(N(CC(=O)NCc2ccc(F)cc2)C(=O)CCC(=O)Nc2nccs2)cc1	0.0	-6	3	0.8	8	0.4	2	3	-1	96
CC(C)(C)c1ccc(S(=O)(=O)NCc2ccc(C(=O)N3CCCC3)cc2)cc1	0.0	2	-6	0.3	-1	-0.9	7	-3	0	106

The listing, from the first entry:
SMILES	aDG glyco up	m5-HT2A agonist	Cardio protect	hiPSC survival	Exocytosis inh	MC4R barr agon	MC4R antag cAMP	N-glyco inh	ABHD5 PLIN5 PPI	ABCB6 inh MLPCN
CCOc1ccc(N(CC(=O)NCc2ccc(F)cc2)C(=O)CCC(=O)Nc2nccs2)cc1	0.0	-6	3	0.8	8	0.4	2	3	-1	96
CC(C)(C)c1ccc(S(=O)(=O)NCc2ccc(C(=O)N3CCCC3)cc2)cc1	0.0	2	-6	0.3	-1	-0.9	7	-3	0	106
CCCOc1cccc(C2/C(=C(/O)c3ccc(F)cc3)C(=O)C(=O)N2CCN(C)C)c1 (stereo not drawn)	0.0	-1	1	-4.8	0	-1.0	6	1	1	99
Cc1cc(N)c2ccccc2n1	2.7	-3	-6	-0.7	-8	-4.7	-4	2	1	96
Cc1ccc(NC(=O)C(C)OC(=O)c2cc(=O)[nH]c3ccccc23)cc1S(=O)(=O)N1CCOCC1 (stereo not drawn)	0.1	1	23	0.3	-2	-2.6	2	-2	-1	98
COc1ccccc1C(C)NC(=O)c1ccc(NC(=O)CC2SC(N3CCCC3)=NC2=O)cc1 (stereo not drawn)	0.6	-2	-4	0.2	-15	0.7	11	-1	-1	97
CCOC(=O)c1c(C)oc2cc(Br)c(OC)cc12	-0.1	1	-5	0.6	-2	-1.1	-12	-2	1	95
Cc1c(C(=O)O)oc2c1/C(=N\O)CC(C)(C)C2	-0.3	7	0	1.3	0	-3.0	3	1	2	95
O=C(CSc1nnc2ccccn12)NNC(=O)c1cccc(Cl)c1	0.2	-2	-1	-3.3	1	-1.4	5	0	-2	97
CCC(C)N(C(=O)CN1C(=O)NC2(CCc3ccccc32)C1=O)C1CCS(=O)(=O)C1 (stereo not drawn)	0.0	3	-1	0.5	2	0.0	6	0	9	99
NC(=O)C1CCC(NC(=O)OCc2ccccc2)CC1 (stereo not drawn)	0.1	-1	-1	-4.4	14	-0.8	6	0	-2	101
CC(=O)C12C3C4C(C5C1C3C5(Br)C41OCCO1)C21OCCO1 (stereo not drawn)	-0.1	3	-2	-2.2	-5	-4.4	9	0	-5	92
COC(=O)c1cc(NC(=O)c2c(F)c(F)c(F)c(F)c2F)cc(C(=O)OC)c1	1.1	18*	-10	-1.2	-2	0.6	18	3	-4	96
Cc1ccccc1-n1c(=O)/c(=C\c2ccco2)s/c1=C(/C#N)C(=O)Nc1ccccc1	-0.3	3	71*	-3.2	0	0.0	0	-2	-2	114
CC(=O)c1cnc2cc(-c3ccc(C)cc3)nn2c1C	0.4	-2	-11	-2.9	-1	1.8	0	-10	-4	94
O=C(CCn1nc(-c2ccc(Cl)cc2)c2ccccc2c1=O)NCCN1CCOCC1	-0.2	-2	0	-1.3	1	0.0	3	-1	1	93
Cc1nc2ccc(Br)cc2c2c1CC(CO)O2 (stereo not drawn)	0.1	-7	10	-0.3	7	-0.7	13	4	6	99
O=C(COc1ccc2ccc(=O)oc2c1)N1CCN(c2ccccc2)CC1	-0.1	-5	5	1.1	4	-1.0	-3	4	0	96
O=c1[nH]c(NCCO)nc2c1C1(CCCC1)Cc1ccccc1-2	-0.1	11	-3	4.5	0	-2.2	3	4	-7	99
COc1cc(C(=O)Nc2nc(C)c(Cc3ccc4c(c3)OCO4)s2)cc(OC)c1OC	-0.5	-4	-2	-2.0	15	-3.1	-3	17	-6	105
O=[N+]([O-])c1cc(S(=O)(=O)N2CCCC2)ccc1NCCCN1CCOCC1	-0.4	0	3	0.1	5	-1.4	1	2	3	96
CCOC(=O)CCN(Cc1cccs1)S(=O)(=O)c1ccc(Cl)cc1	0.5	-5	-1	2.2	2	-1.1	1	-2	-1	97
COc1ccc(NC(=O)C2CC(=O)n3ncnc3N2)cc1 (stereo not drawn)	0.0	3	7	-0.8	1	0.6	1	1	0	108
COc1ccc(CCNC(=O)C(CCC(N)=O)NS(=O)(=O)c2ccc(Cl)cc2)cc1OC (stereo not drawn)	-0.1	12	5	0.4	0	0.9	-3	-1	-12	98
O=C(NCCSc1ccccc1)c1cncc(Br)c1	-0.1	-3	5	0.0	1	-2.5	2	0	-4	94
CCO[C@H]1OC(C(=O)N2CCN(Cc3ccccc3)CC2)=C[C@@H](C)[C@@H]1CCCO	-0.2	-1	3	0.2	0	0.8	-5	3	-8	103
CC1(C(=O)NS(=O)(=O)c2ccc(F)cc2F)CCN1C(=O)Cc1ccccc1 (stereo not drawn)	0.1	0	-4	-1.7	-1	2.2	-6	-1	-5	96
CCOCCCN1CC(C(=O)NCCc2ccccc2)CC1=O (stereo not drawn)	-0.1	0	0	1.7	4	0.1	-2	-1	1	97
COCCn1nnnc1CN1CCN2CCCC2C1 (stereo not drawn)	0.0	0	0	0.5	2	-0.2	9	1	-7	96
Cc1cc(C)c2c(NC(N)=S)n[nH]c2n1	-0.1	0	4	-0.5	-3	-1.0	8	0	-1	98
Cc1ccc(S(=O)(=O)NCC(=O)NCC(=O)OC(C(=O)NC(N)=O)C(C)C)cc1C (stereo not drawn)	-0.1	-5	4	0.3	-12	-0.5	7	1	-5	99
COc1ccc(C(OCC(O)CNCCc2ccccc2)c2ccc(OC)cc2)cc1 (stereo not drawn)	0.5	-7	-5	-0.6	18	1.4	4	-7	3	96
COCCn1c(SCC(=O)Nc2ccc(S(N)(=O)=O)cc2)nc2ccccc21	0.6	6	6	-0.2	2	-0.9	-2	-4	8	91
Cc1ccc(C(C(=O)NCc2ccco2)N(C(=O)CNC(=O)c2cccs2)c2ccc(C)cc2)cc1 (stereo not drawn)	0.1	-1	2	-0.1	-5	1.3	-3	3	-4	99
Cc1ccc(C(=O)OCc2cn3ccccc3n2)cc1	-0.1	-5	2	-1.7	-3	-2.0	2	0	5	90
Cc1c(Cl)cccc1NC(=O)CCN1C(=O)C2CC=CCC2C1=O (stereo not drawn)	-0.1	-5	4	2.5	-3	-1.9	4	-1	4	96
Cc1ccc(OCC(=O)N/N=C2/SCC(=O)N2Cc2ccco2)cc1	0.0	0	-5	-0.5	1	-5.0	1	2	5	93
O=C(Nc1cc(Cl)ccc1-n1cncn1)c1cccc(S(=O)(=O)N2CCOCC2)c1	0.4	2	7	-0.4	7	-1.6	-1	3	2	94
CCOC(=O)c1c(-c2ccc(C)o2)csc1NC(=O)COC(=O)c1cccs1	-0.1	-1	26	-2.5	97*	-1.4	31*	4	27*	89
NCCCNc1nc(N)c([N+](=O)[O-])c(NC2CCCCC2)n1	-0.2	-1	2	-0.6	9	-0.3	-1	-15	-2	90
Cc1cccc(NC(=O)Cn2ccn(-c3ccc4c(c3)OCCO4)c(=O)c2=O)c1	-0.2	-6	-1	-0.6	-2	-2.1	11	0	-3	93
COc1cccc(COC(=O)c2ccc(S(=O)(=O)N3CCC(C)CC3)cc2)c1OC	0.1	1	-5	0.2	-2	0.5	0	2	5	93
O=C(O)CCCn1cc(NC(=O)c2ccc(Br)o2)cn1	-0.5	-2	4	0.6	0	-2.5	-3	0	0	88
O=C1N/C(=N/O)S/C1=C\c1ccccc1-n1cccn1	0.0	16*	-1	1.0	0	-1.8	-5	0	-4	91
O=C(C(=O)N1CCN(c2ccccc2)CC1)c1c[nH]c2ccccc12	-0.2	3	0	2.1	1	-1.2	-4	1	-3	87
O=C(CSc1nnc(SCc2ccc(Cl)cc2)s1)N/N=C/c1ccccc1Cl	-0.2	0	-9	-0.1	3	0.5	3	2	-10	115
Cc1ccc(OCC(=O)N(Cc2nnc(-c3ccccc3Cl)o2)C2CC2)cc1C	0.1	-3	-6	-0.3	12	-0.3	5	2	-2	96
Cc1noc(C)c1S(=O)(=O)N1CCC(C(=O)O)CC1	-0.3	2	2	-2.4	22	-0.8	5	0	8	100
CCOC(=O)C1=C(O)/C(=C/c2cc(C)n(-c3ccccc3)c2C)N=C1C	0.2	-3	-4	0.0	-9	-1.7	-1	0	2	103
Cn1c(SCC(=O)Nc2nc3ccccc3s2)nnc1-c1ccccc1	-0.1	1	1	-1.7	-4	3.3	1	2	7	105
O=C(CN1C(=O)C2CC=CCC2C1=O)Nc1ccc(S(=O)(=O)Nc2ncccn2)cc1 (stereo not drawn)	-0.2	0	3	0.8	-4	-2.3	1	1	-5	101
CCn1cc(C(=O)NCCCOC)c(=O)c2cc(S(=O)(=O)N(C)C)ccc21	0.2	-4	12	-1.9	4	0.0	-3	3	0	102
COc1ccc(C(CNC(=O)c2ccc(-n3cnnn3)cc2)N2CCOCC2)cc1 (stereo not drawn)	-0.2	-1	7	-1.1	-5	0.3	1	0	3	95
Cc1cc2ccccc2c(=O)n1CC(=O)Nc1ccc2c(c1)OCCO2	-0.2	-3	16	3.2	-4	-1.1	-3	0	1	94
Cn1ncc(-c2ccno2)c1C(=O)O	-0.3	-1	4	0.0	-4	0.1	14	1	-2	90
CN(C)C(=O)c1cc(C(=O)c2c(F)cccc2F)c[nH]1	0.0	7	1	0.3	-7	1.6	9	-3	5	100
O=C(Nc1ccc2c(c1)OCCO2)NC1(C(F)(F)F)Oc2ccccc2O1	0.0	2	40	-2.1	-6	-0.6	2	-13	7	97
O=C(Cn1nnc(-c2cc(Cl)ccc2-n2cnnn2)n1)N1CCCc2ccccc21	0.7	1	2	-1.9	-7	-0.2	13	-1	7	108
CCC(=O)Nc1ccc(NC(=O)CSc2nnnn2-c2ccc(OC)cc2)cc1	0.1	-1	-2	-0.1	-3	-1.0	-2	0	-2	109
Cc1ccc(NC(=O)NCc2ccncc2)cc1Cl	0.4	4	5	2.2	-3	-1.9	9	-1	2	104
O/N=C1\CCCc2ccc(Cl)cc21	-0.1	0	2	-3.0	-3	-2.2	8	-2	-1	105

Assay outcomes (PubChem BioAssay)

Not a hit list. About 4.5% of those tested had a hit in this group.
